GSK3 alpha inh: human GSK-3 alpha kinase inhibition. 0.1% of 320,000 active. P49840. ADP-Glo luminescence, 60 min. AID 2650. inhibition, % at 10 µM;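 in the data active means inhibition above about 50%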;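 further: GST-tagged GSK-3 alpha with peptide substrate and 25 µM ATP; 0% = DMSO neutral wells and 100% = GW8510 positive control wells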
KCNK9 inh: inhibitors of human KCNK9 two-pore domain potassium channel | 1.2% of 310,000 active | HEK293 KCNK9, FluxOR thallium flux fluorescence; stronger effect = lower value | Q9NPC2 | B-score at 10 µM | AID 488922;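 active means ratio B-score over 3 SD below the library mean, with starting fluorescence within 5 SD of its mean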;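 further: negative B-score means less thallium flux so channel inhibition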
KCNK3 block: human KCNK3 channel inhibition, primary screen | O14649 | CHO-KCNK3 thallium flux, FluxOR fluorescence; stronger effect = lower value | B-score at 10 µM | 0.84% of 340,000 active;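 active means B-score under library mean minus 4 SD, starting fluorescence ratio at most library mean plus 5 SD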;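 further: more negative B-score means stronger inhibition of thallium flux through KCNK3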
Target sequence (O14649 whole entry, looked up): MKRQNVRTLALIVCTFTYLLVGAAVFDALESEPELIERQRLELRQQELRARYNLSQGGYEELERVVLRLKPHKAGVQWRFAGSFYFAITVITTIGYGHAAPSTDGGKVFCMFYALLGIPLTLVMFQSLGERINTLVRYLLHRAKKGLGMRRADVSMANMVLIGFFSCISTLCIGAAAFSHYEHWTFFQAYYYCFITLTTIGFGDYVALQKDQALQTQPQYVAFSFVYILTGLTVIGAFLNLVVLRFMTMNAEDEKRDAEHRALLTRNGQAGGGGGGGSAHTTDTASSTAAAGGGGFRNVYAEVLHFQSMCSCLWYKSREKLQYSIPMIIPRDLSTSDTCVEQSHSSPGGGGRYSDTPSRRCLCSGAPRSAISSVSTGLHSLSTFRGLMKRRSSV
PolyA inh: yeast polyadenylation inhibition; S. cerevisiae SKY197-pL101 polyadenylation reporter, beta-gal luminescence; efflux-impaired pdr1/pdr3 knockout yeast; score 100 = 6 SD above DMSO; calls only at 12 µM; 0.02% of 300,000 active; AID 1875;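 active means lowest replicate activity score at least 50, where 100 means six control SD above control mean; inconclusive means lowest score under 50 but half or more replicates reach 50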;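 further: yeast exposed to compound for 9 h at 30 °C; higher score means more reporter readthrough which indicates perturbed polyadenylation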
KCNQ1 block: human KCNQ1 channel inhibition; P51787; CHO-K1 KCNQ1, FluxOR thallium flux fluorescence; stronger effect = higher value; B-score at 10 µM; 1.3% of 310,000 active;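 active means compounds whose thallium flux B-score, printed positive for inhibition, exceeds three library SD while starting fluorescence stays within three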;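 further: channel opened by potassium depolarization with thallium stimulus after 20 min compound exposure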
RGS4 pot: RGS4 potentiation or activation; 0.92% of 310,000 active; AID 463111; HEK293 M3R/inducible RGS4, carbachol calcium flux Fluo4; stronger effect = lower value; B-score at 10 µM;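 active means B-score of the integrated calcium signal more than 4 SD below the library mean, with starting fluorescence not abnormally high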;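 further: negative B-score means reduced calcium response which marks RGS4 activation or potentiation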
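Reagent: ECmax carbachol challenge; Test system: M3R-expressing HEK293 line, RGS4 induced by doxycycline; Schedule: overnight RGS4 induction, 30 min dye load 37 °C, 20 min compound RT; Detection: calcium dye Fluo4 fluorescence; Read-out: Agonist-evoked peak-minus-minimum fluorescence over baseline, integrated ratio, B score.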
HDAC3 inhib: inhibitors of human histone deacetylase 3; recombinant HDAC3, fluorogenic peptide/trypsin coupled, fluorescence; inhibition, % at 8.3 µM; AID 2718; O15379; 0.15% of 320,000 active; in the data active means inhibition above about 26%, passing the limit was not always enough; inconclusive means no clear call, values can overlap the other calls
Target sequence (O15379 whole entry, looked up): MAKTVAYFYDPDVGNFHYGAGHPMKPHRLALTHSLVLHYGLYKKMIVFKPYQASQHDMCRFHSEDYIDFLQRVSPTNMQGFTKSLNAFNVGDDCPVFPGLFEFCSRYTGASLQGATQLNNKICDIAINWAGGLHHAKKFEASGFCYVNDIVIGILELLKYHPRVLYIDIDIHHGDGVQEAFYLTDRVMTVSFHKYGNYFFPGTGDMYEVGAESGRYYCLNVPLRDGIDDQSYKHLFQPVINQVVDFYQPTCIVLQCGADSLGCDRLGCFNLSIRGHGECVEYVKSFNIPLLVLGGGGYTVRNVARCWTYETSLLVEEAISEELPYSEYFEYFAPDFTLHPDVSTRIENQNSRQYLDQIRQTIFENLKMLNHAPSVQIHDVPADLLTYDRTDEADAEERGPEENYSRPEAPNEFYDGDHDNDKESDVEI
KCNQ1 act: potentiators or activators of human KCNQ1 potassium channel; B-score at 10 µM; CHO-K1 KCNQ1, thallium flux FluxOR fluorescence; stronger effect = higher value; 0.35% of 310,000 active; P51787;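 active means fluorescence ratio B-score, a plate-corrected score, at least three library SD, with initial intensity B-score within 5 SD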
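Assay system: CHO-K1 cells stably expressing KCNQ1. Medium: assay buffer for compound exposure, DMSO matched across wells. Timing: 37 °C overnight plating, 90-min dark dye load, 20-min compound pretreatment. Signal: kinetic FluxOR fluorescence, 10 s baseline plus 110 s post-stimulus.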
hERG protect: hERG (human) protection from proarrhythmic block. Q12809. CHO-hERG, FluxOR thallium flux, dofetilide IC70 present. activation (rescue from dofetilide block), less the hit threshold, % at 10 µM. 0.51% of 310,000 active. AID 1511;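 active means activation above the mean of controls blocked by dofetilide plus 5 SD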;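 further: thallium influx through hERG after potassium depolarization seen as dye fluorescence rise; in these data hits start at about 4.7%; inactives centre near -7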
Dyrk1A ADPGlo: blocks rat Dyrk1A kinase activity; ADP-Glo luminescence, NFATc1 peptide; inhibition, % at 12.5 µM; 0.43% of 310,000 active; in the data active means inhibition above about 50%;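 further: plate controls were vehicle with enzyme for no effect and no enzyme for full effect; many of its hits are not listed in these tables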
GSK3beta inhib: inhibitors of human GSK3beta kinase | 0.038% of 300,000 active | activity score (negative = inhibition), % at 10 µM | P49841 | GST-GSK3beta kinase, ADP-Glo luminescence, 60 min; stronger effect = lower value;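 active means more than half of replicate wells score below -50%, meaning over 50% inhibition versus plate controls; inconclusive means some replicates but at most half score below -50%; inactive means no replicate scores below -50%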;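 further: 0% = median DMSO wells and -100% = median GW8510 positive control wells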
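Test system: GST-fused GSK3beta enzyme, cell-free | Quantity: 1.6 ng GST-GSK3beta enzyme per well | Reagent: 25 µM ATP with peptide substrate | Schedule: 60 min enzyme reaction, room temperature | Signal: Luminescent ADP-Glo measurement of ADP formed | Read-out basis: Score relative to plate controls | Control set: DMSO and 20 µM GW8510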
An asterisk follows results filed as active; i = inactive; ? = inconclusive; nt = not tested or not shown.

SMILES	GSK3 alpha inh	KCNK9 inh	KCNK3 block	PolyA inh	KCNQ1 block	RGS4 pot	HDAC3 inhib	KCNQ1 act	hERG protect	Dyrk1A ADPGlo	GSK3beta inhib
COc1ccc(C(=O)/C=C/c2ccccc2F)c(OC(=O)c2ccc([N+](=O)[O-])cc2)c1	1	i	i	i	i	i	-4	i	-10	-4	2
CCOC(=O)[C@@H]1[C@H]2COc3cc(OC)ccc3[C@H]2N2C(=O)N(c3ccc(C)cc3)C(=O)[C@@]12C	-1	i	i	i	i	i	15	i	-8	1	1
Cc1ccn(CC(=O)N2CCCC(N3CCN(c4ccccc4F)CC3)C2)n1 (stereo unspecified)	nt	i	i	i	i	i	nt	i	-13	nt	-4
CCN1CCN(CCNC(=O)CCc2c(C)c3c(C)nn(-c4ccccc4)c3n(C)c2=O)CC1	2	i	i	i	i	i	?	i	-7	-1	2
O=c1cc(CSc2ccc(Cl)cc2)nc(N2CCCCC2)[nH]1	-3	i	i	i	i	i	1	i	-6	0	4
CCOc1ccc2ncc(S(=O)(=O)c3ccccc3)c(N3CCN(c4ccc(OC)cc4)CC3)c2c1	0	i	i	i	i	i	10	i	-8	2	2
COC(=O)C1SCC2C(=O)N(Cc3ccccc3)CC(=O)N21 (stereo unspecified)	1	i	i	i	i	i	-2	i	-4	-5	-1
Cc1c(NC(=S)NC(=O)CSc2ccc(Cl)cc2)cccc1C(=O)O	1	i	i	nt	i	i	4	i	-14	0	-1
N/C(=N\S(=O)(=O)c1cc(C(F)(F)F)cc(C(F)(F)F)c1)c1ccncc1	-2	i	i	i	i	i	-9	i	-3	1	0
Cc1cccc(Nc2c([N+](=O)[O-])ccc3nonc23)c1C	nt	i	i	i	i	i	nt	i	-7	1	1
CCOC(=O)C1(CCOc2ccccc2)CCN(Cc2ccc(C(=O)OC)cc2)CC1	0	i	i	i	i	i	5	i	-13	1	-3
CN(C)CCOC(=O)CCc1ccccc1	0	i	i	i	i	i	4	i	-9	-2	1
O=C(O)CCn1cc(/C=C2\NC(=S)N(c3ccccc3)C2=O)c(-c2ccc(Br)cc2)n1	-4	i	i	i	i	i	5	i	-10	0	1
CCCCNC(=O)CN1C(=O)c2cccc(N)c2C1=O	nt	i	i	i	i	i	nt	i	3	nt	1
CC(C)n1c(SCC(=O)Nc2nncs2)nnc1C1CC1	-1	i	i	i	i	i	0	i	-2	2	1
c1ccc(C2CC(c3ccccc3)n3ncnc3N2)cc1 (stereo unspecified)	-1	i	i	i	i	i	-6	i	-8	1	0
O=C(NCc1cccnc1)[C@@H]1CC=C[C@@H]2CCN(Cc3ccccc3)C(=O)[C@@H]21	7	i	i	i	i	i	-8	i	-1	8	2
COc1ccc2c(c1)cc(C)c1nnc(SCC(=O)N(C)c3nc(-c4ccccc4)cs3)n12	-2	i	i	i	i	i	-2	i	-11	7	-1
COc1cccc(-n2c(=O)c3sccc3n(CC(=O)NCC3CCCO3)c2=O)c1 (stereo unspecified)	-2	i	i	i	i	i	-1	i	-6	-3	0
Cc1onc(-c2c(F)cccc2Cl)c1C(=O)NC(=S)NC1CCS(=O)(=O)C1 (stereo unspecified)	0	i	i	i	i	i	-2	i	-14	1	4
O=C(NCCCNc1ccc([N+](=O)[O-])cc1)C(F)(F)F	1	i	i	i	i	i	11	i	-7	1	1
COc1ccc2c(C)nc(N/C(N)=N/S(=O)(=O)c3ccc(C)cc3)nc2c1	0	i	i	i	i	i	-8	i	-9	0	-1
CNC(=O)C(C)N1c2cccc3cccc(c23)S1(=O)=O (stereo unspecified)	-1	i	i	i	i	i	-3	i	-8	-4	-2
O=c1[nH]n(CCO)c(=O)c2cccnc12	1	i	i	i	i	i	16	i	-4	nt	-1
O=[N+]([O-])c1ccc(N/N=C2/CCCCC2c2ccccn2)cc1 (stereo unspecified)	nt	i	i	i	i	i	nt	i	-10	0	0
c1ccc2c(c1)C(=Nn1cnnc1)c1ccccc1-2	-3	i	i	i	i	i	0	i	-6	41	0
O=C(N/N=C/c1ccc2c(c1)OCO2)c1ccn(Cc2ccc(Cl)cc2)n1	nt	i	i	nt	i	i	4	i	-9	3	5
CCCCN1C(=O)C(=O)N(CC(=O)Nc2cc(S(=O)(=O)N(C)C)ccc2C)C1=O	-2	i	i	i	i	i	0	i	-10	-4	3
Cc1ccc(CNC(=O)c2cc(S(=O)(=O)N3CCCC3)cn2C)cc1	-1	i	i	i	i	i	1	i	-13	1	-1
COc1ccc(N2CC(NC(=O)c3cccc4ccccc34)CC2=O)cc1OC (stereo unspecified)	0	i	i	i	i	i	-7	i	-12	4	3
O=C1CCN(CCc2ccccc2)CCN1[C@H](CSc1ccc(Br)cc1)Cc1ccccc1	0	i	i	nt	i	i	10	i	-16	0	-1
Cc1cccc(C(=O)n2c(=S)nc3ccccn32)c1	-1	i	i	i	i	i	6	i	-5	22	1
CCNC(=O)C(=O)Nc1cc2c3c(c1)CCN3C(=O)CC2	-1	i	i	i	i	i	3	i	-3	19	4
O=[N+]([O-])c1ccc(N2CCCCCC2)c([N+](=O)[O-])c1	0	i	i	i	i	i	-5	i	-16	10	-9
O=C1c2[nH]nc(-c3ccccc3O)c2C(c2ccccc2F)N1Cc1ccco1 (stereo unspecified)	-1	-15*	-9.1*	i	9*	i	7	i	-16	-9	2
O=c1c2ccccc2ncn1CCOCCOc1ccc([N+](=O)[O-])cc1	1	i	i	i	i	i	6	i	-13	6	1
CCOC(=O)N1CCC(NC(=O)C2CCCN(S(=O)(=O)c3cccc4nsnc34)C2)CC1 (stereo unspecified)	-2	i	i	i	i	i	0	i	-9	-3	-2
CC(=O)NC1C(=O)SC1(C)C (stereo unspecified)	0	i	nt	i	i	i	4	i	-12	nt	0
Cc1nnc(SCc2ccc(CSc3nnc(C)c(=O)[nH]3)cc2)[nH]c1=O	0	i	i	i	i	i	-9	i	-4	-2	3
CC(=O)c1csc(-c2cccc(-c3nc4ccc(Cl)cn4c3NC3CCCCC3)c2)c1	4	i	i	i	i	i	-1	i	-13	8	1

By substructure: those above with two or more sulfur atoms.
SMILES	GSK3 alpha inh	KCNK9 inh	KCNK3 block	PolyA inh	KCNQ1 block	RGS4 pot	HDAC3 inhib	KCNQ1 act	hERG protect	Dyrk1A ADPGlo	GSK3beta inhib
Cc1c(NC(=S)NC(=O)CSc2ccc(Cl)cc2)cccc1C(=O)O	1	i	i	nt	i	i	4	i	-14	0	-1
CC(C)n1c(SCC(=O)Nc2nncs2)nnc1C1CC1	-1	i	i	i	i	i	0	i	-2	2	1
COc1ccc2c(c1)cc(C)c1nnc(SCC(=O)N(C)c3nc(-c4ccccc4)cs3)n12	-2	i	i	i	i	i	-2	i	-11	7	-1
Cc1onc(-c2c(F)cccc2Cl)c1C(=O)NC(=S)NC1CCS(=O)(=O)C1 (stereo unspecified)	0	i	i	i	i	i	-2	i	-14	1	4
CCOC(=O)N1CCC(NC(=O)C2CCCN(S(=O)(=O)c3cccc4nsnc34)C2)CC1 (stereo unspecified)	-2	i	i	i	i	i	0	i	-9	-3	-2
Cc1nnc(SCc2ccc(CSc3nnc(C)c(=O)[nH]3)cc2)[nH]c1=O	0	i	i	i	i	i	-9	i	-4	-2	3

Continued.
SMILES	GSK3 alpha inh	KCNK9 inh	KCNK3 block	PolyA inh	KCNQ1 block	RGS4 pot	HDAC3 inhib	KCNQ1 act	hERG protect	Dyrk1A ADPGlo	GSK3beta inhib
O=[N+]([O-])c1[nH]cnc1/C=C/c1ccccc1	-2	i	i	i	i	i	6	i	-11	2	1
CCNc1nc(NCc2ccccc2)nc(Oc2ccc(=O)[nH]n2)n1	0	i	i	i	i	i	-3	i	-6	-4	nt
CC(=O)N(C1=C(N2CCOCC2)C(=O)c2ccccc2C1=O)c1ccc(C(=O)O)cc1	0	i	i	i	i	i	7	i	-21	15	-1
CCOC(=O)c1nc(Nc2cc(Cl)ccc2OC)c2ccccc2n1	-2	-13*	i	i	i	i	2	i	-3	1	1
COc1ccc(-c2cn3cccnc3n2)cc1	nt	i	i	i	i	i	-229	i	-5	-5	3
Cc1ccc(S(=O)(=O)N(C)Cc2nc(-c3ccc(Br)cc3)no2)cc1	-3	i	i	nt	i	i	-2	i	-5	3	-1
CN(C)c1ccc(NC(=O)CN2CCC(O)(c3ccccc3)CC2)cc1	6	i	i	i	i	i	2	i	-6	nt	0
O=C(CN1CCN(C(=O)c2ccco2)CC1)Nc1cc(Cl)ccc1Cl	0	i	i	i	i	i	-2	i	-6	-4	12
Cc1ccc(C(=O)NCCc2nnc(SCC(=O)Nc3cccc(C(=O)O)c3)n2C)cc1	nt	i	i	nt	i	i	3	i	-6	-7	-23
Cc1cccnc1NC(=O)CCNC(=O)c1ccc(Br)cc1	nt	i	i	i	i	i	2	i	-11	4	4
COc1ccc(N2CC(C(=O)N[C@@H](C)C(=O)NC3CCCC3)CC2=O)cc1 (stereo partly specified)	6	i	i	i	i	i	-2	i	-11	7	3
O/N=C/c1cn(-c2ccccc2)nc1-c1ccccc1	12	i	i	i	i	i	4	i	-6	49	-33

Screening data (PubChem BioAssay)

These rows are one share of the data; count on the stated rates, not on these rows.
